# PAD4 inh = human PAD4 inhibitors, primary screen, biochemical, fluorescence polarization, 1536-well format. inhibition, % at 6.36 µM. AID 485272, 2010. recombinant PAD4, RCA probe fluorescence polarization. Protein-arginine deiminase type-4 (Homo sapiens), Q9UM07. actives 0.41% (n = 330,000);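 active = percent inhibition above a cutoff equal to the mean of all tested compounds plus 3 SD, cut at about 15% in these data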;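 note: 0% = PAD4 with RCA probe and DMSO and 100% = probe without PAD4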
# PAFAH1B2 FP inh = PAFAH1B2 enzyme inhibitors, primary screen, biochemical, fluorescence polarization, human. Platelet-activating factor acetylhydrolase IB subunit alpha2 (Homo sapiens), P68402. recombinant PAFAH1B2, FP-rhodamine activity probe. inhibition, % at 3.39 µM. actives 1.2% (n = 340,000). AID 492953, 2010;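 active = inhibition above the mean of all tested compounds plus 3 SD, cut at about 24% in these data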;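 note: 0% = enzyme with DMSO and 100% = wells lacking PAFAH1B2; many of its hits are not listed in these tables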
# Target sequence (P68402 whole entry, looked up): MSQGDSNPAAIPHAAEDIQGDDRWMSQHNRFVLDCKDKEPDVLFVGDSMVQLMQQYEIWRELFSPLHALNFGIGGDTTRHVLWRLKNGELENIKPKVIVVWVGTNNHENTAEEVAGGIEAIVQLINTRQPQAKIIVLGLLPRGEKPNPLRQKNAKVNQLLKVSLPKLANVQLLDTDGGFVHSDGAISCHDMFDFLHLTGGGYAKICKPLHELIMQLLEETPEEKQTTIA
# LYPLA2 counter = LYPLA2 inhibitors, primary screen, counter-screen for PME1 inhibitor project, biochemical, fluorescence polarization, FP-Rh probe ABPP; Acyl-protein thioesterase 2 (Homo sapiens), O95372; recombinant LYPLA2; inhibition, % at 5.9 µM; actives 0.38% (n = 320,000); AID 2177, 2009;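 active = inhibition above the screen-wide mean plus 3 SD, limit set per campaign, cut at about 26% in these data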;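 note: 0% = LYPLA2 with DMSO and 100% = wells lacking LYPLA2 enzyme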
# GSTO1 counter = inhibitors of recombinant GSTO1, primary screen, counter-screen for RBBP9 inhibitor project, biochemical, fluorescence polarization; Glutathione S-transferase omega-1 (Homo sapiens), P78417; activity-based probe fluorescence polarization; inhibition, % at 5.96 µM; actives 1.1% (n = 300,000);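 active = inhibition above the campaign mean inhibition plus 3 SD, cut at about 35% in these data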;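 note: 0% = GSTO1-1 with DMSO and 100% = wells lacking GSTO1-1 enzyme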
# Target sequence (P78417 whole entry, looked up): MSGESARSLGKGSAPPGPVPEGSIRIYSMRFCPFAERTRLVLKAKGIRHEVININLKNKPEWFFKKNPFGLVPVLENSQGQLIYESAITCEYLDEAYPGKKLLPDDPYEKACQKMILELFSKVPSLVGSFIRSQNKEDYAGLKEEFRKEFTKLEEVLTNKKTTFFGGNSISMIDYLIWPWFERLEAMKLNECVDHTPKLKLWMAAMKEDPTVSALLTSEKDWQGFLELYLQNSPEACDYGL
# LYPLA1 inh = LYPLA1 inhibitors, primary screen, counter-screen for PME1 inhibitor project, biochemical, fluorescence polarization, FP-Rh probe ABPP; actives 0.16% (n = 320,000); recombinant LYPLA1; inhibition, % at 5.9 µM; Acyl-protein thioesterase 1 (Homo sapiens), O75608; AID 2174, 2009;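 active = inhibition above the mean of all tested compounds plus 3 SD, set per campaign, cut at about 14% in these data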;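 note: inhibitors block serine hydrolase probe labeling of LYPLA1 so polarization falls; 0% = enzyme with DMSO and 100% = wells lacking LYPLA1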
# Target sequence (O75608 whole entry, looked up): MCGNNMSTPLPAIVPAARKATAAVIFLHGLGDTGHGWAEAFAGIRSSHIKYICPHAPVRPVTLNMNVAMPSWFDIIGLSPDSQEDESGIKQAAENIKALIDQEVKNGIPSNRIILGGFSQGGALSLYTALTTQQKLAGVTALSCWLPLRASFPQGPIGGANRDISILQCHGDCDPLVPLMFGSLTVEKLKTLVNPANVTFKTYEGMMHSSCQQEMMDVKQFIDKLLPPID
# PAFAH2 inh = PAFAH2 enzyme inhibitors, primary screen, biochemical, fluorescence polarization, human. Platelet-activating factor acetylhydrolase 2, cytoplasmic (Homo sapiens), Q99487. recombinant PAFAH2, FP-rhodamine activity probe. actives 0.99% (n = 340,000). AID 492956, 2010. inhibition, % at 3.39 µM;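 active = inhibition above the mean over all tested compounds plus 3 SD, cut at about 30% in these data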;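 note: inhibitors block probe labeling of enzyme so polarization drops; 0% = enzyme with DMSO and 100% = wells lacking PAFAH2 protein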
# PREPL inh = PREPL enzyme inhibitors, primary screen, biochemical, fluorescence polarization. Prolyl endopeptidase-like (Homo sapiens), Q4J6C6. recombinant PREPL, fluorescence polarization activity-based probe. inhibition, % at 5.96 µM. actives 0.68% (n = 320,000). AID 2751, 2010; in the data active = inhibition above about 43%;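 note: 0% = enzyme with DMSO and 100% = wells lacking enzyme; many of its hits are not listed in these tables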
# PAFAH1B3 FP inh = PAFAH1B3 enzyme inhibitors, primary screen, biochemical, fluorescence polarization, human. Platelet-activating factor acetylhydrolase IB subunit alpha1 (Homo sapiens), Q15102. inhibition, % at 3.39 µM. recombinant PAFAH1B3, FP-rhodamine probe. actives 0.28% (n = 340,000);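 active = inhibition above the screen-wide average of all tested compounds plus 3 SD, cut at about 25% in these data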;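 note: 0% = enzyme with DMSO only and 100% = wells lacking PAFAH1B3 protein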
# Target sequence (Q15102 whole entry, looked up): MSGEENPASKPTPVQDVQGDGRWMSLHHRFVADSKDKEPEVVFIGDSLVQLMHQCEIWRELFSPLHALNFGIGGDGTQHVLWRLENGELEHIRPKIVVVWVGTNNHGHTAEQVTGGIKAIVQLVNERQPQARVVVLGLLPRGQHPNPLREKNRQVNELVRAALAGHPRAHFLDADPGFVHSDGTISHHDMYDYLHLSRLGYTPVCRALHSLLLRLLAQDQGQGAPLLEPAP
# pPAFAH FP inh = pPAFAH enzyme inhibitors, primary screen, biochemical, fluorescence polarization, human. Platelet-activating factor acetylhydrolase (Homo sapiens), Q13093. inhibition, % at 3.39 µM. actives 1.5% (n = 330,000). recombinant pPAFAH, FP-rhodamine probe fluorescence polarization;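 active = inhibition above the mean inhibition across the screen plus 3 SD, cut at about 25% in these data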;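 note: inhibitors block binding of the rhodamine activity-based probe so polarization drops; 0% = enzyme with DMSO and 100% = wells lacking pPAFAH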
# An asterisk follows results filed as active; / = not tested or not shown.
SMILES,PAD4 inh,PAFAH1B2 FP inh,LYPLA2 counter,GSTO1 counter,LYPLA1 inh,PAFAH2 inh,PREPL inh,PAFAH1B3 FP inh,pPAFAH FP inh
Cc1ncn(C23CC4CC(CC(O)(C4)C2)C3)n1,-1.8,4.5,-1.8,3.5,-2.8,-1.8,3.9,7.9,-2.8
c1ccc2c(c1)[nH]c1c(N3CCC4(CC3)OCCO4)ncnc12,-10.7,-0.2,-1.5,-4.6,3.1,8.0,14.5,4.3,-3.5
CC(C)c1nnc(SCC(=O)NC2CCCC2)n1C,2.0,6.2,2.6,-3.3,1.4,4.8,6.8,-4.0,-2.6
O=C(CCNC(=O)Cn1ccc2ccccc2c1=O)NCCN1CCN(c2ccccc2F)CC1,-0.6,7.3,4.0,3.4,-0.3,-2.7,8.2,6.0,4.6
O=C(CSc1ccsc1[N+](=O)[O-])N1CCN(c2ccccn2)CC1,2.3,-2.6,-0.5,11.8,-3.3,9.0,20.5,-0.2,4.3
COC(=O)[C@]1(C)N[C@H](CN(C)C(=O)c2ccccc2)[C@@H]2C(=O)N(C)C(=O)[C@@H]21,2.3,1.1,/,/,/,3.4,12.5,3.6,0.9
COc1ccccc1-n1c(C)cc(SC)c(C(C)=O)c1=S,-0.7,2.2,-1.5,3.5,-1.0,3.1,2.8,-7.5,-1.5
COc1cc(/C=C/C(=O)NCCN2CCOCC2)cc(OC)c1OC,-0.1,5.2,6.2,4.4,1.6,-2.1,1.0,1.7,0.3
Nc1nc(SCC(=O)NC2CCCCCC2)[nH]c(=O)c1-c1ccccc1,6.1,-1.6,-5.5,2.4,2.4,-0.2,0.3,0.9,3.0
CCOC(=O)COc1cc(-n2c(=S)[nH]c3ccccc3c2=O)c(Cl)cc1Cl,-1.4,1.1,2.8,-5.2,-2.7,-1.2,6.4,3.2,2.6
CC(C)OC(=O)c1cc2c(ccn2C)n1CC(=O)N1CCC(Cc2ccccc2)CC1,-5.0,5.0,6.9,-1.8,-0.7,12.0,43.9*,7.6,17.0
N#CCC(=O)N/N=C\c1ccc(OC/C=C/c2ccccc2)cc1,-2.6,-4.5,-21.5,-4.2,-14.0,-11.0,2.4,9.9,15.8
CC(C)c1ccc(NC(=S)Nc2cccc3ccccc23)cc1,-1.6,0.1,-4.2,-0.7,-2.4,-9.6,-0.5,2.3,2.6
CCOC(=O)c1ccccc1NC(=O)c1cn(-c2ccc(OC)cc2)c(=O)c2ccccc12,-3.9,-4.1,-0.9,3.8,2.3,-10.6,-3.6,2.7,4.6
Cn1cc(CN2CCCC(CO)C2)c(-c2ccc(Oc3ccccc3)cc2)n1 (configuration not stated),2.2,1.3,-4.2,4.2,-3.8,0.1,10.5,-3.5,2.0
COc1ccc(Br)cc1CNC(=O)CN1C(=O)C(c2ccccc2)Oc2cccnc21 (configuration not stated),-0.9,2.4,-8.6,-2.7,-2.4,-1.8,0.6,-0.6,6.9
COc1ccc(CN(C(=S)Nc2ccccc2)C2CC(=O)N(c3ccc(Cl)cc3)C2=O)cc1 (configuration not stated),-6.5,13.1,-19.7,-3.4,-14.3,1.7,-9.0,-2.1,4.1
O=C(N/N=C/c1ccccc1C(=O)O)c1ccccc1Br,1.4,-2.6,1.7,6.0,2.1,3.5,-10.4,-4.0,-0.6
Cc1cc(OC(C)C(=O)N(Cc2ccco2)C2CCS(=O)(=O)C2)cc(C)c1Cl (configuration not stated),-1.0,1.6,-5.5,5.8,-5.2,5.8,9.6,0.9,5.7
COC(=O)c1ccccc1NC(=S)N1CCN(c2ccccn2)CC1,-2.4,-2.4,6.2,13.6,-2.2,-3.1,7.0,5.0,-4.4
Cc1cc(NC(=O)c2ccc(Br)cc2)nc(C)n1,-3.5,-0.8,10.7,1.7,0.6,-3.1,13.6,4.3,-1.6
O=C(Nc1c(C(=O)Nc2cccc3ccccc23)cnn1-c1ccccc1)c1ccco1,0.2,6.1,8.3,10.4,3.3,-0.6,14.7,1.1,7.0
CCN(CC(=O)Nc1ccc(OC)cc1)C(=O)Cc1ccsc1,0.3,3.4,8.9,/,0.4,-4.8,14.0,-3.4,-2.1
O=C(O)CSCNC(=O)C12CC3CC(CC(C3)C1)C2,0.0,23.9,2.8,-0.5,3.6,-4.7,-0.8,1.7,-3.3
O=C(NCc1cccc(CNC(=O)C(=O)NCc2ccco2)c1)C(=O)NCc1ccco1,-0.4,-1.9,-1.9,-3.5,0.1,-0.2,-0.4,-0.5,11.9
Cc1c(C(=O)OCC(=O)N(C)CC(=O)Nc2ccc(F)cc2)oc2ccccc12,-1.9,16.6,0.1,/,2.9,-0.1,12.1,3.4,-1.0
CCOCC(=O)N(CC)Cc1ccccc1,0.5,-2.9,-3.2,14.6,-2.3,-4.8,11.7,4.3,-1.0
Cc1ccc(Cl)cc1N(CC(=O)NCc1ccc2c(c1)OCO2)S(C)(=O)=O,0.2,8.7,1.5,15.9,-0.1,4.7,-9.5,5.2,-0.4
COc1ccc(-c2cc(C(F)(F)F)nc(-n3ccnc3)n2)cc1,-3.0,4.5,-3.1,-4.0,0.7,0.8,-10.6,3.4,4.5
CCCCC(=O)Nc1ccc(C(=O)NNC(=O)CCCOc2ccc(Cl)cc2Cl)cc1,-2.7,-1.0,-6.6,6.1,-2.7,1.1,-9.3,1.1,-1.7
COC(=O)CN1C(=O)[C@H]2[C@@H](C3CC3)N3C(=O)CN(Cc4ccccn4)C(=O)[C@@]3(Cc3ccccc3)[C@H]2C1=O,5.5,3.2,0.7,2.2,1.8,6.0,-0.4,-4.6,1.6
C=CCN1C(=O)c2cccc3c(N4CCCCC4)ccc(c23)C1=O,-0.4,-2.8,-8.2,1.9,-1.8,1.5,3.4,6.3,4.2
CC(C)c1ccc(S(=O)(=O)N2CCN(C(=O)c3ccco3)CC2)cc1,-3.6,0.2,2.3,6.4,-0.1,0.4,-71.4,2.8,-4.2
Cc1ccc(C(=O)NCc2ccc(Cl)cc2)o1,-20.3,13.3,-12.2,-5.3,-3.5,-1.1,-15.2,8.5,2.3
O=c1oc2ccc(Cl)cc2nc1/C=C(\O)c1cccs1,2.4,-0.9,5.1,11.0,-0.8,23.6,14.0,-1.1,6.9
CCC(C)[C@H](NC(=O)N1CC(=O)Nc2ccccc21)C(=O)N[C@H](Cc1c[nH]c2ccccc12)C(=O)O (some centres not stated),-2.9,5.5,-1.9,0.5,-3.1,6.4,-0.9,0.7,6.1
NNc1ccc(S(=O)(=O)N2CCCCC2)cn1,0.8,0.4,0.8,7.6,-1.3,-1.3,0.4,-6.4,-3.1
Cc1ccc(C(=O)CSc2nnc(C3CC3)n2C2CC2)s1,-2.4,1.2,6.8,/,-1.3,-1.0,12.8,3.3,3.0
CC1(C)C[C@H]2C3=CCC4[C@@]5(C)CC[C@H](O)[C@@](C)(CO)C5CC[C@@]4(C)[C@]3(C)C[C@@H](O)[C@@]2(CO)[C@@H](O)[C@@H]1O (some centres not stated),-0.5,6.0,/,/,/,1.1,8.0,6.5,-1.7
O=C(COc1ccc(C(=O)c2ccccc2)cc1)NCc1ccc(F)cc1,-3.1,-3.6,11.7,0.3,0.8,-5.7,1.2,-5.3,8.3
COC(=O)c1ccc(S(=O)(=O)NC(C)(C)C)n1C,-0.3,5.6,1.1,6.7,-0.5,-0.2,-0.7,-2.0,6.5
CCc1ccccc1N(CC(=O)NCCc1ccccc1)C(=O)CCC(=O)Nc1ccccn1,1.3,8.8,-12.4,5.8,0.2,8.6,4.0,4.5,7.3
CCc1ccccc1NC(=O)CSc1nnc(CCNC(=O)OC(C)(C)C)o1,1.9,6.7,4.6,-2.5,-0.1,1.1,-3.2,1.9,4.0
NC(=O)c1ccccc1NC(=O)CC12CC3CC(CC(Br)(C3)C1)C2,0.8,6.0,-3.3,-4.9,-1.0,-1.4,-4.6,-2.1,2.5
CCOC(=O)c1ccc(N2CCOCC2)c(NC(=O)COCC(=O)O)c1,2.2,1.8,-0.6,6.3,0.1,-5.7,-0.4,6.5,6.3
CCN(CC)S(=O)(=O)c1cccc(NC(=O)c2ccc(C#N)cc2)c1,-6.9,0.2,9.1,4.2,-4.1,-1.4,9.5,6.0,6.0
CN(C)CCCN1c2ccccc2CCc2ccc(Cl)cc21,-1.8,4.5,-5.2,1.7,1.9,-0.1,3.3,4.5,-0.3
Cn1c(C(=O)N2CCN(c3ncccn3)CC2)cc2c(=O)n(C)c3ccccc3c21,0.8,4.3,1.5,-2.8,1.4,3.8,-4.3,2.9,0.7
N#C/C(=C\c1ccc([N+](=O)[O-])o1)C(=O)Nc1ccc(F)cc1,-16.4,1.0,5.5,5.6,-1.4,9.0,13.8,6.8,43.6*
CC(C)NC(=O)c1cc(C(=O)c2cc(Cl)ccc2O)coc1=N,-0.9,-1.4,3.2,-5.5,-0.8,3.7,8.2,7.0,-0.2
C=CCNC(=O)c1ccccc1Cl,-0.3,0.6,2.2,6.4,0.5,1.0,4.9,-4.9,0.2
NC(=O)NCCCC(=O)NCC(c1ccccc1Cl)c1c[nH]c2ccccc12 (configuration not stated),-0.6,-3.0,6.0,-2.2,-2.8,-3.1,1.6,-0.8,5.0
COc1cccc(C2c3c(oc4cc(C)c(C)cc4c3=O)C(=O)N2CCCN(C)C)c1 (configuration not stated),4.7,6.4,-9.0,9.9,-2.9,-1.5,-6.6,7.4,-2.8
O=C(Nc1nnc(SCC(=O)N2CCOCC2)s1)C1CC(=O)N(c2ccc(F)cc2)C1 (configuration not stated),-7.3,-0.4,0.5,1.3,-1.8,6.6,11.2,6.5,20.6
COCCOC(=O)C1=C(C)Nc2cc(=O)[nH]c(=O)n2C1c1cccc([N+](=O)[O-])c1 (configuration not stated),3.0,1.1,-5.6,8.5,-1.9,-1.4,5.1,-0.5,2.2
O=C(O)C1CC=CCC1C(=O)N1CCN(c2nc(-c3ccccc3Cl)c3cc(Br)ccc3n2)CC1 (configuration not stated),-0.3,0.2,-5.1,0.8,-0.8,4.9,-1.2,2.9,11.7
CCCCCC(=O)N/N=C/c1ccc(N(C)C)cc1,-1.8,0.3,3.4,1.0,2.3,15.7,3.9,6.4,1.5
COc1ccc(OCC(=O)Nc2ccccc2-c2ccccc2)cc1,-6.8,9.8,3.0,2.6,-0.1,2.0,1.1,5.8,2.7
CC(C)(C)c1cc(Cl)c(O)c(NC(=S)NC(=O)c2cccnc2)c1,-4.4,11.6,0.6,4.7,-1.6,-3.0,1.5,2.0,10.0
CCOC(=O)Cn1cnc2c(cnn2-c2ccccc2)c1=O,-0.6,4.5,-11.2,8.6,-5.9,4.1,5.3,4.3,-4.1

# These rows are one share of the data; the hit share may differ from the screen's.
